# H9c2 TAG inh: inhibitors of triacylglycerol accumulation | H9c2 cells, Nile Red lipid (TAG) fluorescence; cells loaded with 200 µM oleic acid | inhibition, % at 12.5 µM | 230,000 tested, 0.66% active;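 active means pattern-corrected inhibition of lipid staining of at least 50% with the nuclear-stain viability signal not falling by more than 50%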;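 further: 0% = DMSO wells and 100% = triacsin C control wells; some results filed as inactive read as strong as hits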
# H9c2 TAG inh DAPI viability: recorded beside H9c2 TAG inh, whose call it bears; DAPI nuclei signal change (viability), lower = more cytotoxic, %;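 whole-well DAPI fluorescence read on a plate reader as a viability signal; minus 50 percent equals half of cells still viable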
# Numbers without * were called inactive. These rows are one share of the data; rates above refer to the full screens.
# Value order: H9c2 TAG inh | H9c2 TAG inh DAPI viability
CCCOC(=O)C1=C(C)N(C)C(=O)NC1c1cc2c(cc1[N+](=O)[O-])OCO2 (configuration not stated)
  10.6 | -5.8
CC(C)(C)c1ccc(-c2cc(N)n[nH]2)cc1
  0.1 | -3.4
Cc1cc(NC(=O)C2CC(c3ccccc3Cl)=NO2)no1 (configuration not stated)
  -1.6 | 2.8
Cc1ccc(-n2c(CSc3nc(C)cc(C)n3)nnc2SCC(=O)Nc2nccs2)cc1
  -35.7 | 10.7
O=C(CN1CCC(N2CCCCC2)CC1)N1CCCc2ccccc21
  12.6 | -7.1
Oc1ccc(CCNc2ncnc3ccc(Cl)cc23)cc1
  -29.2 | 6.1
Cc1cc2ncn(C(=O)c3ccc4c(c3)OCO4)c2cc1C
  -3.4 | -2.5
Brc1ccc(-c2cn3ccccc3n2)s1
  -0.3 | 2.3
O=C(CC1Sc2ccccc2NC1=O)NNc1cccc(Cl)c1Cl (configuration not stated)
  -13.2 | 7.6
COc1ccc(NC(=O)COC(=O)c2ccc(O)cc2)c([N+](=O)[O-])c1
  4.0 | -2.8
CC1=NN(C(C#N)c2ccccc2C)C(c2ccccc2)C1 (configuration not stated)
  -17.6 | 4.4
CC(=O)Cc1nsc(NC(=O)c2ccccc2Cl)n1
  -1.9 | -7.2
Cc1ccc(C)c(S(=O)(=O)N2CCN(CC(=O)Nc3cc(C)on3)CC2)c1
  -26.5 | -11.8
COc1ccc(/C=C(\C#N)C(=O)OCC(=O)N2CC(C)OC(C)C2)cc1 (configuration not stated)
  -13.3 | 3.1
CCOC(=O)COc1ccc(/C=C2/C(=O)NN(c3ccc(F)cc3)C2=O)cc1OC
  16.6 | -22.4
COc1cccc(-c2cc(C(F)(F)F)nc(N3CCC(C)CC3)n2)c1
  -32.6 | 10.8
COc1ccc(CC(=O)OCC(=O)NC2CCCCC2)cc1
  10.8 | -4.5
Cc1ccc(NC(=O)CCN2C(=O)c3cccc4cccc(c34)C2=O)cc1
  3.1 | -4.8
Cc1ccc(S(=O)(=O)N2CCC(C(=O)OCC(=O)N(C)C3CCCCC3)CC2)cc1C
  2.6 | -0.2
CN(CC(=O)Nc1ccccc1Cl)C(=O)c1cc(C2CC2)nn1-c1ccccc1
  11.8 | 0.0
CN(C)S(=O)(=O)c1ccc(S(=O)(=O)N2CCN(CCC#N)CC2)cc1
  7.9 | 0.1
c1ccc2c(c1)CCN(C1CCCCC1)C2
  4.2 | 2.2
COc1ccc(-c2noc(N3CCC(C(=O)NCCCN4CCC(C)CC4)CC3)n2)cc1
  15.7 | 0.9
CC(C)(C)OC(=O)C[C@@H]1C/C=C\C[C@H](CC(=O)N(CCO)Cc2ccccc2)C(=O)N2CCC[C@H]2COC1=O
  -12.5 | -7.8
Cn1c(=O)c(C(=O)N2CCc3ccccc32)cc2cccnc21
  -22.0 | 1.6
COc1ccc(N2CCCn3c2nc2c3c(=O)n(CCN3CCOCC3)c(=O)n2C)cc1
  -2.3 | 4.0
CCOC(=O)C1(C)CCN1C(=O)c1ccc(-c2ccccc2)cc1 (configuration not stated)
  -9.1 | 0.7
OC(c1cccc(Cl)c1)c1ncc(-c2cccc(C(F)(F)F)c2)[nH]1 (configuration not stated)
  -0.6 | 7.0
O=C(CNC(=O)c1cccc(Cl)c1)NCCCSc1ccccc1
  12.9 | 3.3
CCCc1cc(C(=O)Nc2cnn(Cc3ccc(F)cc3)c2)no1
  -11.6 | -6.1
CC(C)(C)n1ncc2c(=O)n(CC(=O)NCc3ccco3)cnc21
  1.9 | -9.6
O=C(NN=C1C2CC3CC(C2)CC1C3)c1cc(Cl)ccc1O
  25.0 | -20.2
O=C(NCCN1CCOCC1)c1ccccc1Oc1ccccc1
  -20.9 | 5.8
Cc1ccc(C(=O)OCC(=O)NCc2ccco2)cc1C
  -3.4 | -2.9
CCCCC(CC)CNC(=O)Cn1c(=O)[nH]c2ccsc2c1=O (configuration not stated)
  -1.3 | 10.7
O=C(COC(=O)CNC(=O)c1ccccc1F)Nc1cccc(S(=O)(=O)N2CCCCCC2)c1
  -4.7 | 3.0
CC1=CSC2=NC(=O)/C(=C/c3cccc(OC(=O)c4ccco4)c3)C(=N)N12
  2.4 | -7.2
O=CNc1cc(-c2ccccc2Oc2ccccc2)cn2c(-c3ccc(F)cc3)cnc12
  -9.0 | 4.2
COc1ccc(C(=O)OCc2cc(=O)n3ccsc3n2)cc1F
  3.1 | -1.2
COc1cc(NC(=O)C2CCCO2)c(OC)cc1NC(=O)c1ccccc1 (configuration not stated)
  8.6 | -1.7

# Arranged by count of non-hydrogen atoms (ascending): some entries from above.
# Value order: H9c2 TAG inh | H9c2 TAG inh DAPI viability
CC(C)(C)c1ccc(-c2cc(N)n[nH]2)cc1
  0.1 | -3.4
CC1=NN(C(C#N)c2ccccc2C)C(c2ccccc2)C1 (configuration not stated)
  -17.6 | 4.4
COc1ccc(C(=O)OCc2cc(=O)n3ccsc3n2)cc1F
  3.1 | -1.2
CC(C)(C)n1ncc2c(=O)n(CC(=O)NCc3ccco3)cnc21
  1.9 | -9.6
O=C(CN1CCC(N2CCCCC2)CC1)N1CCCc2ccccc21
  12.6 | -7.1

# Next part:
# Value order: H9c2 TAG inh | H9c2 TAG inh DAPI viability
CCOC(=O)c1ccc(NC(=O)c2nc[nH]c2C(=O)N[C@H](C)CO)cc1
  5.3 | 13.1
CCCCn1c(SCC(=O)c2c(N)n(C3CC3)c(=O)[nH]c2=O)nc2cc(S(N)(=O)=O)ccc21
  -8.4 | -1.1
CCc1nc2ccccc2c(C(=O)OCc2nc3ccccc3c(=O)[nH]2)c1C
  17.4 | 8.4
CCN(C[C@H]1N[C@@](Cc2ccccc2)(C(=O)OC)[C@H]2C(=O)N(Cc3ccccc3)C(=O)[C@@H]12)C(=O)NC(C)C
  -0.4 | -4.8
COc1ccccc1NC(=O)CN(Cc1ccco1)C(=O)c1ccc(=O)[nH]c1
  2.8 | 2.2
Cc1cc(=O)oc2cc(NC(=O)c3ccnn3C)ccc12
  -0.7 | 6.3
O=S(=O)(NCC1CCCO1)c1ccc(Br)s1 (configuration not stated)
  -3.2 | 0.4
CCC(=O)c1ccc(OCC(=O)O)cc1
  0.6 | 7.0
O=C1CSC(c2cccc([N+](=O)[O-])c2)N1c1ccccc1F (configuration not stated)
  -3.0 | 10.9
C[C@H]1CN([C@@H](C)CO)C(=O)CCCn2cc(nn2)CO[C@@H]1CN(C)S(=O)(=O)c1ccc(-n2cccn2)cc1
  -8.7 | -1.7
CC(C)(C)C(=O)NC(=S)Nc1ccccc1N1CCCC1
  0.5 | -5.8
CN(C(=O)c1ccno1)c1nnc(-c2cnccn2)s1
  -3.2 | -5.1
Cn1ncc(Cl)c1C(=O)Nc1ccc(CN2CCCCC2)cc1
  -8.9 | 14.3
C=CCN1C=CC(=O)CC1
  -1.1 | -0.8
O=[N+]([O-])c1cc(S(=O)(=O)N2CCCC2)ccc1N/N=C/c1cccs1
  8.1 | -1.8
CN(C)CCNc1nc(-c2ccccc2)nnc1C(F)(F)F
  5.5 | -6.2
CNc1nc(Oc2cccc(F)c2)c2sccc2n1
  -1.3 | 1.5
Cc1ccc(CSc2nnc(SCC(=O)N/N=C/C=C/c3ccco3)s2)cc1
  -10.4 | 4.9
O=C(OC1CCCCC1)c1ccc(NC(=O)c2ccco2)cc1
  47.3 | -23.9
C[C@@H]1CN([C@@H](C)CO)C(=O)CCCn2nncc2CO[C@@H]1CN(C)S(=O)(=O)c1ccccc1F
  3.8 | 1.0
Cc1nc2ccccc2c2c(N)c3ccccc3n12
  -0.9 | 0.2
Cc1nc2nc(COc3ccccc3)[nH]n2c(=O)c1Cl
  2.4 | -5.3
CC(=O)c1ccc(OCc2cc(C(=O)N3CC4C[C@@H]5CC3C[C@H](C4)C5)no2)cc1
  -22.3 | -13.9
CCN(CC)C(=O)COc1ccc(-c2ccccc2)cc1
  1.8 | -0.1
COCc1cc(C)n(CC(=O)Nc2ccccc2OC)c(=O)c1C#N
  -2.6 | 10.4
CCc1nc2ccccc2n1Cc1cc(=O)n2cc(C)ccc2n1
  12.0 | -8.9
Cc1nnc(NC(=O)c2ccc(S(=O)(=O)N3CCCCC3C)cc2)o1 (configuration not stated)
  4.9 | -11.4
O=C(O)CCN1C(=O)C2C3CC(C2C1=O)C1C(c2ccccc2)c2sc(=O)n(-c4ccccc4)c2SC31 (configuration not stated)
  14.0 | -17.7
CNC(=O)c1ccsc1NC(=O)C1CCN(S(=O)(=O)c2ccc(Cl)s2)CC1
  0.5 | 14.7
COc1ccc(OCC(=O)OC2CCCN(C)C2)cc1 (configuration not stated)
  -0.8 | -4.6
O=C(COC(=O)COc1ccc(Cl)cc1Cl)NC1CC1
  5.0 | -6.1
COc1ccc(-c2nc(C=O)cs2)cc1
  -20.0 | 14.3
O=C(Nc1ccc(C(=O)O)cc1)Nc1cccc2ccccc12
  2.3 | 7.0
CNc1ccc(SC#N)cc1
  4.7 | 4.2
CCc1nnc(NC(=O)CSc2nc3ccccc3c(=O)n2CCCOC)s1
  -7.7 | 8.0
CC(CCc1ccccc1)NC(=O)CN1C(=O)NC2(CCCCC2C)C1=O (configuration not stated)
  8.8 | 0.3
COC(=O)C1=C(C)N(CCc2cc(OC)c(OC)c(OC)c2)C(=O)N[C@H]1c1ccccc1
  6.7 | 0.9
O=C(NC1CC1)C1=C[C@@H](c2c[nH]c3ccccc23)C[C@@H](OCCCCO)O1
  -2.1 | -2.7
COC(=O)c1sc(NC(=S)NC(=O)c2ccccc2C)nc1C
  -2.2 | -6.7
Cc1cccc2cc3c(NC(=O)c4ccccn4)nn(C)c3nc12
  9.9 | 18.4

# Brought forward from above: 2 entries, then new ones.
# Value order: H9c2 TAG inh | H9c2 TAG inh DAPI viability
COC(=O)c1sc(NC(=S)NC(=O)c2ccccc2C)nc1C
  -2.2 | -6.7
Cc1cccc2cc3c(NC(=O)c4ccccn4)nn(C)c3nc12
  9.9 | 18.4
CC1CCN(C(=S)c2cccc(O)c2)CC1
  -6.0 | -0.6
O=C(COC(=O)C1(c2ccccc2F)CCCC1)N1CCNC1=O
  3.5 | 11.1
CCOC(=O)c1cnc2ccc(OCC)cc2c1N1CCN(C)CC1
  10.5 | -5.4
Cc1ccc(C(=O)COC(=O)[C@@H](NC(=O)c2ccco2)C(C)C)s1
  10.4 | -9.0
O=C(c1ccc(S(=O)(=O)N2CCCC2)cc1)N1CCN(c2cccc(Cl)c2)CC1
  -5.1 | -5.3
COc1ccc(S(=O)(=O)N2CCCC2CNC(=O)C(=O)NCc2ccc(C)cc2)cc1 (configuration not stated)
  20.0 | -6.4
CCn1c(SC2CCOC2=O)nnc1-c1ccc(Cl)cc1 (configuration not stated)
  -5.2 | -8.4
Fc1cccc(Oc2nc3ccccc3n3cccc23)c1
  2.0 | -7.7
Cc1cc(C)cc(NC(=O)c2ccc(S(=O)(=O)N(C)CC3CCCO3)cc2)c1 (configuration not stated)
  -4.2 | -8.9
CCO/C=C1\C(=O)N(c2ccc(OCC)cc2)C(=O)c2ccccc21
  -10.7 | 13.9
Clc1ccc(N2CCCCCC2)nn1
  -1.2 | 2.8
Cc1ccc(C(=O)N2CCN(c3cccc(C)c3C)CC2)o1
  17.1 | 2.7
O=C(CSC1=NNC(c2ccccn2)S1)Nc1cccc(Cl)c1 (configuration not stated)
  -11.5 | -7.5
CS(=O)(=O)N1CCC(C(=O)N2CCN(c3ccc(F)cc3)CC2)CC1
  1.9 | -0.9
O=C(NCCCCc1ccccc1)C1CC(c2cccc(F)c2)=NO1 (configuration not stated)
  -2.3 | 0.2
Cc1ccc2nc(SCc3nnc(-c4cccs4)o3)[nH]c2c1
  8.0 | -5.4
CCN1CCN(CCCN(Cc2cccs2)C(=S)Nc2ccccc2C)CC1
  1.0 | 3.6
O=C(Nc1ccc(Oc2ccc3ccccc3c2)cc1)c1ccco1
  5.5 | 19.3
Cc1ccc(NC(=O)c2cc3ccccc3o2)cc1
  -10.5 | 3.3
CSc1ccccc1NC(=O)COc1ccccc1Cl
  2.0 | 1.0
COc1cc(NC(=S)N2CCc3ccccc3C2)cc(OC)c1
  14.3 | -12.1
CCC(C)(C)NC(=O)CN(C(=O)CCC(=O)Nc1ccccn1)c1ccc(F)c(Cl)c1
  5.1 | 4.2
COc1cccc(CN(C)C(=O)c2ccccc2Sc2ccccc2C#N)c1OC
  0.3 | -4.4
O=C(O)Cn1c(-c2ccccc2)nc2ccccc21
  -0.1 | -6.5
O=C(NCc1ccco1)c1cccc(S(=O)(=O)N2CCc3ccccc32)c1
  -13.8 | 7.5
Cc1nc2cc(-c3ccccc3)nn2c(C)c1CCC(=O)NC(C)c1ccc2c(c1)OCCO2 (configuration not stated)
  17.7 | 11.6
CN(c1ccccc1)S(=O)(=O)c1ccc(Cl)c(C(=O)NCc2ccccc2CN2CCCC2)c1
  21.2 | -6.9
N#C/C(=N\Nc1ccc(Cl)cc1)C(=N)N1CCCCCC1
  -2.3 | 6.0
COC(=O)C1=C(C(=O)OC)[C@@H]2Nc3ccccc3[C@@]23C[C@@H](C(=O)OC)N(C(=O)c2cccs2)C3=N1
  -20.6 | -3.6
O=C(NCc1ccccn1)C(=O)NCC(c1ccco1)N1CCOCC1 (configuration not stated)
  -4.5 | -1.8
COc1cc2c(cc1OC)C(C)N(C(=O)c1cc3n(n1)C(C(F)(F)F)CC(c1ccco1)N3)CC2 (configuration not stated)
  14.3 | 5.4
COc1ccc(OC(F)(F)F)cc1CC1(C)C(=O)Nc2c(Cl)ccc(Cl)c21 (configuration not stated)
  -2.3 | 7.9
Cc1ccccc1NC(=O)C1CCN(c2cc(-c3ccccc3)nc3ncnn23)CC1
  -12.3 | 4.1
CCOc1ccc2nc(NCCNC(=O)Nc3cccc(C)c3)c(C#N)cc2c1
  14.6 | 16.8
Cc1c(CCO)c(=O)[nH]n1S(=O)(=O)c1cccc(C(F)(F)F)c1
  2.9 | -3.2
CCOC(=O)N(C)c1c(CC)nc2c(OCc3ccccc3C)cccn12
  -4.4 | -2.7

# Screening data deposited in PubChem BioAssay by Sanford-Burnham Center for Chemical Genomics.
